Assay outcomes deposited in PubChem BioAssay by several laboratories.
IDE act = human IDE activators in live cells, primary screen, fluorescence polarization, HEK cells, FAbeta-B substrate. Insulin-degrading enzyme (Homo sapiens), P14735. FAbeta-B cleavage; 0% vehicle, 100% cell-free pure enzyme wells. activation, % at 5.96 µM. hit rate 0.073% among 340,000. AID 493087, 2011;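 active = activation above the mean of all tested compounds plus 3 SD, set per screening campaign, cut at about 17% in these data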
IDE cell inh = human IDE inhibitors in live cells, primary screen, fluorescence polarization, HEK cells, FAbetaB substrate | FAbetaB cleavage | inhibition, % at 5.59 µM | hit rate 0.41% among 320,000 | AID 434962, 2010;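 active = percent inhibition above the average of all tested compounds plus 3 SD, set per screening campaign, cut at about 16% in these data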;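 also: IDE supplied by intact live HEK cells; FP after avidin binding of uncleaved biotin substrate so inhibition keeps polarization high; 0% = DMSO wells and 100% = 60 µM reference IDE inhibitor Ii1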
pCIP destab = p/CIP-EGFP fusion destabilizers, primary screen, fluorescence, F442A cells; Q05BA5; 16 h; decrease of EGFP signal, % at 10 µM; hit rate 0.01% among 290,000;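 active = EGFP signal decrease of at least 30% at 10 µM or well 3 SD below plate mean, unless failing retest; inactive = the rest, including hits failing retest or dose response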; also: some compounds called inactive have numbers as strong as hits; many of its hits are not listed in these tables
Target sequence (Q05BA5 1-1403): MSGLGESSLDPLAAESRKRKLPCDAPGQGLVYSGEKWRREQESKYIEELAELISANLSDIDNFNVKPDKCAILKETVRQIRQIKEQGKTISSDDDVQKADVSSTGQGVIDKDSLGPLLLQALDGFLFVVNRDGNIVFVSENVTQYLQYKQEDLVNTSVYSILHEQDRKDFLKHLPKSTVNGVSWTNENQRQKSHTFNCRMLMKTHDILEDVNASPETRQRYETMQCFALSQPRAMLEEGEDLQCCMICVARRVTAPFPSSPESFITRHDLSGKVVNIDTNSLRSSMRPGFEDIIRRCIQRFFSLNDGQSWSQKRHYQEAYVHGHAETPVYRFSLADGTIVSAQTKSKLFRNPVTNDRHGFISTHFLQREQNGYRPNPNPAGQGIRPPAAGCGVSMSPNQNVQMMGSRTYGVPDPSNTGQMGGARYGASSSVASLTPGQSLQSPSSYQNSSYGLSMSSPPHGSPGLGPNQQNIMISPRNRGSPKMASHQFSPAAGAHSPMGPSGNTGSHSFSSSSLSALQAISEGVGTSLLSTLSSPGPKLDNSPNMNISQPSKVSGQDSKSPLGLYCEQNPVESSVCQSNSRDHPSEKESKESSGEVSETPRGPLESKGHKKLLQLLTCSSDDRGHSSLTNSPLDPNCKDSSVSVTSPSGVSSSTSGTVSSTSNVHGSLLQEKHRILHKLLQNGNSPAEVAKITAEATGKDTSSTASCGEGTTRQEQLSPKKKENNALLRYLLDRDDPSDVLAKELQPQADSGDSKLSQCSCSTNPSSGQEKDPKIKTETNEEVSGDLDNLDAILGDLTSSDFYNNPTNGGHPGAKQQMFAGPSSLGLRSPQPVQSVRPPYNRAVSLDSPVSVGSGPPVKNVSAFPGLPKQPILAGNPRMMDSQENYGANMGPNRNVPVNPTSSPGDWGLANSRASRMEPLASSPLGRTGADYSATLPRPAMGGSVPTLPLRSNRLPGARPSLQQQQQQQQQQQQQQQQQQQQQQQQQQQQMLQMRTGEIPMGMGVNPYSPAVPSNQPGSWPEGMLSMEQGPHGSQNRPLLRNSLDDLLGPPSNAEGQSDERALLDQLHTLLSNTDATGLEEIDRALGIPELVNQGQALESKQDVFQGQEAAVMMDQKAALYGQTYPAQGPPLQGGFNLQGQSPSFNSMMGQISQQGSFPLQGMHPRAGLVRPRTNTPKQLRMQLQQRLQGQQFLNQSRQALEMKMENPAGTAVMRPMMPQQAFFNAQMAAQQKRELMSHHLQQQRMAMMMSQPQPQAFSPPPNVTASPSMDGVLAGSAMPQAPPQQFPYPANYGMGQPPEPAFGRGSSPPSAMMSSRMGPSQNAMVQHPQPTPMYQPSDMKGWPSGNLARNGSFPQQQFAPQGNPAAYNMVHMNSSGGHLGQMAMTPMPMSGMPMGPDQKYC
NALP1 inh = NALP1 inflammasome inhibitors in reconstituted yeast, colorimetric, S. cerevisiae, triplicate retest; AID 2071, 2009; hit rate 0.61% among 280,000; S. cerevisiae NALP1/ASC/caspase-1 growth, X-gal OD620, 72 h; inhibition, % at 10 µM; in the data active = inhibition mostly above about 24%, no sharp cut-off; inactive = mostly below about 32%; also: some compounds called inactive have numbers as strong as hits
GPR7 antag = GPR7 receptor antagonists, primary screen, cell-based, fluorescence, single concentration. Neuropeptides B/W receptor type 1 (Homo sapiens), P48145. GPR7-expressing cells, fluorescence antagonist assay. inhibition, % at 4.4 µM. hit rate 1.1% among 290,000; in the data active = inhibition above about 16%, passing the limit was not always enough;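 also: cells stimulated with the agonist NPW; 0% = agonist with vehicle and 100% = vehicle without agonist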
M18AAP inhibitor = PfM18AAP inhibitors, malaria aminopeptidase, primary screen, biochemical, QFRET, recombinant enzyme; inhibition, % at 7.35 µM; M18 aspartyl aminopeptidase (Plasmodium falciparum 3D7); hit rate 1.2% among 290,000; H-Glu-NHMec fluorogenic cleavage;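 active = inhibition above the campaign mean inhibition over all tested compounds plus 3 SD, cut at about 28% in these data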;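 also: 0% = plate median of test compound wells and 100% = 2 mM ZnCl2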
PHOSPHO1 inh = PubChem AID 1565 | Phosphoethanolamine/phosphocholine phosphatase (Homo sapiens), Q8TCT1 | hit rate 1.1% among 290,000 | recombinant PHOSPHO1, absorbance phosphatase assay | inhibition, % at 13.3 µM; in the data active = inhibition above about 60%
VIM-2 inhibitor = VIM-2 metallo-beta-lactamase inhibitors, primary screen, biochemical, epi-absorbance readout, Pseudomonas aeruginosa enzyme; hit rate 0.89% among 290,000; purified VIM-2, nitrocefin hydrolysis, epi-absorbance fluorescence; inhibition, % at 5.6 µM; AID 1527, 2009;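 active = inhibition above the mean of all tested compounds plus 3 SD, cutoff set per screening run, cut at about 7.5% in these data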;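 also: red hydrolysis product quenches plate fluorescence so inhibitors raise well fluorescence; 0% = enzyme with DMSO and 100% = DMSO without enzyme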
IMP-1 inhibitor = IMP-1 metallo-beta-lactamase inhibitors, primary screen, biochemical, epi-absorbance readout, Pseudomonas aeruginosa enzyme. hit rate 0.45% among 290,000. inhibition, % at 5.6 µM. purified IMP-1, nitrocefin hydrolysis, epi-absorbance fluorescence. AID 1556, 2009. metallo-beta-lactamase IMP-1 (Pseudomonas aeruginosa);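 active = inhibition above the mean plus 3 SD of all compounds in the same screening run, cut at about 4.5% in these data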;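 also: 0% = IMP-1 with DMSO and 100% = DMSO wells lacking enzyme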
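System: Purified recombinant IMP-1 metallo-beta-lactamase enzyme | Measured by: Fluorescence quenching readout, ex 480/em 530 nm | Replication: Singlicate | Incubation: 15 min preincubation plus 25 min reaction at 25 °C | Evaluation: Percent inhibition from optical density relative to buffer-blank wells | Benchmarks: DMSO with and without IMP-1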
* hit, by the source's call.

Results for O=C1C(=C2SCCCS2)CC/C1=C\c1ccc(F)cc1 ?
IDE act: 2; IDE cell inh: 3; pCIP destab: -4; NALP1 inh: 1; GPR7 antag: -14; M18AAP inhibitor: 1; PHOSPHO1 inh: 24; VIM-2 inhibitor: -0.3; IMP-1 inhibitor: -1.4

Results for O=c1[nH]c(/C=C\c2ccccc2F)nc(O)c1[N+](=O)[O-] ?
IDE act: 4; IDE cell inh: 0; pCIP destab: -19; NALP1 inh: 9; GPR7 antag: -20; M18AAP inhibitor: -3; PHOSPHO1 inh: 18; VIM-2 inhibitor: -1.2; IMP-1 inhibitor: -3.8

What do the screens show for `COc1ccccc1N1CCN(C2=NS(=O)(=O)c3ccccc32)CC1`?
IDE act: -2; IDE cell inh: 3; pCIP destab: 2; GPR7 antag: -17; M18AAP inhibitor: -1; PHOSPHO1 inh: 0; VIM-2 inhibitor: -0.9; IMP-1 inhibitor: -2.9

How did CCOc1ccc(C2CC(c3ccccc3C)n3nc(N)nc3N2)cc1 (stereo unspecified) do in these assays?
IDE act: 3; IDE cell inh: 1; pCIP destab: -17; NALP1 inh: 16; GPR7 antag: -8; M18AAP inhibitor: 0; PHOSPHO1 inh: 54; VIM-2 inhibitor: -4.7; IMP-1 inhibitor: -3.0

Results for C/C(Cl)=C\Cn1c(Nc2cccc(C)c2)nc2c1c(=O)n(C)c(=O)n2C ?
IDE act: -2; IDE cell inh: -5; pCIP destab: -19; NALP1 inh: 21; GPR7 antag: -6; M18AAP inhibitor: -14; PHOSPHO1 inh: 20; VIM-2 inhibitor: -1.4; IMP-1 inhibitor: -0.8

What do the screens show for `CN(Cc1ccco1)S(=O)(=O)c1ccc(CN2C(=O)c3cccnc3C2=O)s1`?
IDE act: 7; IDE cell inh: -5; pCIP destab: 6; NALP1 inh: 7; GPR7 antag: -1; M18AAP inhibitor: -2; PHOSPHO1 inh: 22; VIM-2 inhibitor: 0.5; IMP-1 inhibitor: -2.0

Results for N#Cc1ccc(OCC(=O)NN2Cc3ccccc3C2=N)cc1 ?
IDE act: -1; IDE cell inh: 8; pCIP destab: 12; NALP1 inh: -7; GPR7 antag: -4; M18AAP inhibitor: -12; PHOSPHO1 inh: 9; VIM-2 inhibitor: 1.3; IMP-1 inhibitor: -0.1

How did Cc1cc(C)c(CN2CCC(n3nccc3NC(=O)c3ccccc3Cl)CC2)cc1C do in these assays?
IDE act: -2; IDE cell inh: 6; pCIP destab: -8; NALP1 inh: 30; GPR7 antag: 3; M18AAP inhibitor: 3; PHOSPHO1 inh: 22; VIM-2 inhibitor: -3.7; IMP-1 inhibitor: -1.5

How did Cc1ccsc1C(=O)Nc1cccc(-n2cnnn2)c1 do in these assays?
IDE act: 0; IDE cell inh: 9; pCIP destab: -21; NALP1 inh: -5; GPR7 antag: 2; M18AAP inhibitor: 8; PHOSPHO1 inh: 18; VIM-2 inhibitor: -6.0; IMP-1 inhibitor: -0.6

What do the screens show for `NS(=O)(=O)c1ccc(NC(=O)COC(=O)/C(=C/c2cccs2)c2cccs2)cc1`?
IDE act: -10; IDE cell inh: -1; pCIP destab: 0; NALP1 inh: 17; GPR7 antag: 0; M18AAP inhibitor: 10; PHOSPHO1 inh: 30; VIM-2 inhibitor: -3.7; IMP-1 inhibitor: -3.1

How did COc1cc2c(cc1OC)CN(CC(=O)Nc1ccc(F)cc1)C(C(=O)O)C2 (stereo unspecified) do in these assays?
IDE act: 2; IDE cell inh: -1; pCIP destab: -3; NALP1 inh: -7; GPR7 antag: 7; M18AAP inhibitor: 23; PHOSPHO1 inh: 16; VIM-2 inhibitor: -3.2; IMP-1 inhibitor: -4.5

How did O=C(NCCSCc1ccco1)Nc1ccc(Cl)cc1 do in these assays?
IDE act: 3; IDE cell inh: -1; pCIP destab: -9; NALP1 inh: 13; GPR7 antag: 4; M18AAP inhibitor: -2; PHOSPHO1 inh: -36; VIM-2 inhibitor: -2.6; IMP-1 inhibitor: -5.0

How did CCOC(=O)c1[nH]c(C)c(/C(O)=C2\C(=O)C(=O)N(CCCN3CCOCC3)C2c2cccnc2)c1C (stereo unspecified) do in these assays?
IDE act: 4; pCIP destab: 3; NALP1 inh: 11; GPR7 antag: 2; M18AAP inhibitor: -4; PHOSPHO1 inh: 43; VIM-2 inhibitor: -1.3; IMP-1 inhibitor: -2.6

Results for O=C(COC(=O)CSCc1ccccc1)NCc1ccccc1 ?
IDE act: 6; IDE cell inh: -1; pCIP destab: -12; NALP1 inh: 2; GPR7 antag: -6; M18AAP inhibitor: -11; PHOSPHO1 inh: 29; VIM-2 inhibitor: -2.0; IMP-1 inhibitor: -3.3

What do the screens show for `Cc1cc(C(=O)CN2C(=O)NC3(CCCc4ccccc43)C2=O)c(C)n1Cc1ccccc1` (stereo unspecified)?
IDE act: 4; IDE cell inh: 0; pCIP destab: -11; NALP1 inh: 11; GPR7 antag: 4; M18AAP inhibitor: 5; PHOSPHO1 inh: -25; VIM-2 inhibitor: -1.3; IMP-1 inhibitor: -2.0

Results for COc1ccc(C(=O)C2CCCN(C(=O)c3c4c(nn3C)CCCC4)C2)cc1F (stereo unspecified) ?
IDE act: 2; IDE cell inh: -1; pCIP destab: 2; NALP1 inh: 1; GPR7 antag: 8; M18AAP inhibitor: 4; PHOSPHO1 inh: 50; VIM-2 inhibitor: -2.2; IMP-1 inhibitor: -2.0

How did O=C(CSc1nnnn1-c1ccc2c(c1)OCCO2)Nc1nc2c(s1)CCCC2 do in these assays?
IDE act: 0; IDE cell inh: 4; pCIP destab: -7; NALP1 inh: -1; GPR7 antag: -16; M18AAP inhibitor: -3; PHOSPHO1 inh: 20; VIM-2 inhibitor: -1.2; IMP-1 inhibitor: -1.9

How did CN1C(=O)C2(N=c3ccccc3=N2)c2ccccc21 do in these assays?
IDE act: -1; IDE cell inh: 1; pCIP destab: 11; NALP1 inh: 2; GPR7 antag: -2; M18AAP inhibitor: 8; PHOSPHO1 inh: 19; VIM-2 inhibitor: 19*; IMP-1 inhibitor: -1.2

What do the screens show for `CCOc1ccc(NC(=O)C2CCN(S(C)(=O)=O)CC2)cc1`?
IDE act: 7; IDE cell inh: 1; pCIP destab: -2; NALP1 inh: 19; GPR7 antag: -7; M18AAP inhibitor: -14; PHOSPHO1 inh: 3; VIM-2 inhibitor: -0.4; IMP-1 inhibitor: -0.7

Results for O=C1C(Cl)=C(N2CCOCC2)C(=O)N1c1cccc(Cl)c1 ?
IDE act: 3; IDE cell inh: -1; pCIP destab: -12; NALP1 inh: -37; GPR7 antag: -11; M18AAP inhibitor: 12; PHOSPHO1 inh: 1; VIM-2 inhibitor: -4.3; IMP-1 inhibitor: -5.9

How did CCC(C)n1[nH]c(=O)c2c(C)cc(C)nc21 (stereo unspecified) do in these assays?
IDE act: 3; IDE cell inh: 7; pCIP destab: -9; GPR7 antag: -3; M18AAP inhibitor: -3; PHOSPHO1 inh: 16; VIM-2 inhibitor: -3.2; IMP-1 inhibitor: -3.7

What do the screens show for `CSc1nc2ccccc2c(=O)n1C1CCOC(C)(C)C1` (stereo unspecified)?
IDE act: -1; IDE cell inh: -5; pCIP destab: 5; NALP1 inh: -10; GPR7 antag: -12; M18AAP inhibitor: 1; PHOSPHO1 inh: 7; VIM-2 inhibitor: -1.1; IMP-1 inhibitor: -7.2

What do the screens show for `Cc1c(-n2cc(C(=O)c3cc(Br)ccc3O)cc(C#N)c2=O)c(=O)n(-c2ccccc2)n1C`?
IDE act: -14; IDE cell inh: 14; pCIP destab: -11; NALP1 inh: 9; GPR7 antag: -7; M18AAP inhibitor: -1; PHOSPHO1 inh: 7; VIM-2 inhibitor: -2.1; IMP-1 inhibitor: -3.5

Results for Nc1nc(-c2ccco2)nn1C(=O)CCc1ccccc1 ?
IDE act: 0; IDE cell inh: 1; pCIP destab: -5; NALP1 inh: -9; GPR7 antag: -15; M18AAP inhibitor: 8; PHOSPHO1 inh: 25; VIM-2 inhibitor: -1.5; IMP-1 inhibitor: 2.3

What do the screens show for `CN(C)S(=O)(=O)n1cc(/C=C(\NC(=O)c2ccccc2F)C(=O)N2CCCC2)c2ccccc21`?
IDE act: -2; IDE cell inh: 1; pCIP destab: -17; NALP1 inh: 1; GPR7 antag: -2; M18AAP inhibitor: -8; PHOSPHO1 inh: 29; VIM-2 inhibitor: -4.1; IMP-1 inhibitor: -1.6

What do the screens show for `Oc1cccc(/C=N/N2CCN(c3ccccn3)CC2)c1`?
IDE act: 2; IDE cell inh: 3; pCIP destab: 1; NALP1 inh: 7; GPR7 antag: -4; M18AAP inhibitor: 1; PHOSPHO1 inh: 16; VIM-2 inhibitor: -0.4; IMP-1 inhibitor: -1.7

How did C=CCn1c(SCC(=O)Nc2ccccc2C)nc2sc(C)c(C)c2c1=O do in these assays?
IDE act: -1; IDE cell inh: -5; pCIP destab: 4; NALP1 inh: 10; GPR7 antag: -8; M18AAP inhibitor: 5; PHOSPHO1 inh: 3; VIM-2 inhibitor: -2.0; IMP-1 inhibitor: -4.8

How did CCOc1ccccc1NC(=O)COC(=O)C1CC1 do in these assays?
IDE act: 5; IDE cell inh: -2; pCIP destab: -4; NALP1 inh: 9; GPR7 antag: 0; M18AAP inhibitor: -14; PHOSPHO1 inh: -4; VIM-2 inhibitor: -4.1; IMP-1 inhibitor: -2.2

How did COc1ccc(-c2nc(-c3cccc([N+](=O)[O-])c3O)cc(=O)o2)cc1OC do in these assays?
IDE act: 5; IDE cell inh: 3; pCIP destab: -5; NALP1 inh: 30; GPR7 antag: -3; M18AAP inhibitor: 1; PHOSPHO1 inh: -4; VIM-2 inhibitor: -1.2; IMP-1 inhibitor: -2.9

Results for CN(C)S(=O)(=O)c1ccc(C(=O)Nc2ccc(CN3CCCC3)cc2)cc1 ?
IDE act: 1; IDE cell inh: 1; pCIP destab: -20; NALP1 inh: 17; GPR7 antag: 5; M18AAP inhibitor: 7; PHOSPHO1 inh: 4; VIM-2 inhibitor: -3.6; IMP-1 inhibitor: -2.1

How did CCOC(=O)C(/C=C(\C#N)C(=O)OCC)=C(/N)N1CCN(c2ccc(OC)cc2)CC1 do in these assays?
IDE act: 4; IDE cell inh: 5; pCIP destab: -2; NALP1 inh: 4; GPR7 antag: 1; M18AAP inhibitor: 6; PHOSPHO1 inh: -50; VIM-2 inhibitor: -3.7; IMP-1 inhibitor: -1.3

Results for CCc1cccc2c(C(=O)CSc3nnc(-c4ccncc4)n3C)c[nH]c12 ?
IDE act: -16; IDE cell inh: -4; pCIP destab: -3; NALP1 inh: 20; GPR7 antag: -10; M18AAP inhibitor: 2; PHOSPHO1 inh: -12; VIM-2 inhibitor: -2.0; IMP-1 inhibitor: -4.2
